# Screens as filed in PubChem.
# LmPK inhibitor: LmPK (Leishmania mexicana) enzyme inhibition; Q27686; purified LmPK, Kinase-Glo ATP luminescence, 1 h; Potency, µM (top dose mostly 57.5 µM), for the others: top-dose activity change, negative = inhibition, usual class: inhibitors; 290,000 compounds, 0.37% hits; AID 1721; note: potency is the fitted concentration of half-maximal effect; % is set by controls: 0 for no effect and ±100 for the full control effect
# Target sequence (Q27686 whole entry, looked up): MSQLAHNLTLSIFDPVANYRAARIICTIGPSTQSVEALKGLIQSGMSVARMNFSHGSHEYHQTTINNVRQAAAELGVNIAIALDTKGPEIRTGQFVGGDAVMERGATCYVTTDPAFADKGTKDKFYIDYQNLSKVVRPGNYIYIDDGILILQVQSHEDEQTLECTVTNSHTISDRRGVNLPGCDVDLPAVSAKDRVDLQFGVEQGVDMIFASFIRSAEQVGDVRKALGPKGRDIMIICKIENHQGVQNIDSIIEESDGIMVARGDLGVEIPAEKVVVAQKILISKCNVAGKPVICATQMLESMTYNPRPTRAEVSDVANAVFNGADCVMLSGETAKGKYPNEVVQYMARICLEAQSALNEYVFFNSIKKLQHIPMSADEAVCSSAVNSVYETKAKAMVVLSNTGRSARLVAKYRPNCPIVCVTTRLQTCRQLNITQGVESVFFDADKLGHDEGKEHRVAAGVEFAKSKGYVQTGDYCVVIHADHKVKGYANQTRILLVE
#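 ATP generated from ADP (0.1 mM) and PEP (0.5 mM) by 0.1 nM LmPK over 1 h at room temperature (pH 7.2 imidazole buffer) was detected by coupled luciferase luminescence. Values were normalized to uninhibited and no-enzyme wells.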
# Shiga inhibitor: Shiga toxin inhibition | 290,000 compounds, 9.2% hits | inhibition, % at 38.7 µM | Vero cells, Shiga toxin protein synthesis inhibition reporter | AID 2315; in the data active = inhibition mostly above about 28%, no sharp cut-off; inactive = mostly below about 43%; note: 0% is about no effect
# AmpC no deterg: blocks E. coli AmpC beta-lactamase in detergent-free assay | AmpC nitrocefin hydrolysis, absorbance 480 nm, 0.0001% Triton | Potency, µM (top dose mostly 57.1 µM), inactives show at the highest dose activity change, negative = inhibition, usual class: inhibitors | 330,000 compounds, 0.52% hits | AID 485341;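 note: potency is the fitted concentration of half-maximal effect; plate controls were no compound for no effect and no enzyme for full effect; nearly all actives have a fitted effect of over 20% in size; some results filed as inactive show a strong effect at the top dose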
# Target sequence (P00811 whole entry, looked up): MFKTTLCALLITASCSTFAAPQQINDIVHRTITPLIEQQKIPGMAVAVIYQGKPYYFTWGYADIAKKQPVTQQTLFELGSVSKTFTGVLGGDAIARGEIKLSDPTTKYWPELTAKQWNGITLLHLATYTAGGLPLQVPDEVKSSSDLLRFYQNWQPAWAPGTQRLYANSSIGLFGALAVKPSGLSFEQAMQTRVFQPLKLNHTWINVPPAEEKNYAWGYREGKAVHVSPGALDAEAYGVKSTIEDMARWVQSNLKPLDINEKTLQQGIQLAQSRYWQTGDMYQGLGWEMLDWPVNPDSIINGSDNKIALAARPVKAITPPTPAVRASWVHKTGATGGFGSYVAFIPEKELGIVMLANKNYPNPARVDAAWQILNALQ
#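 20 mM phosphate pH 7.0 + 0.01% (detergent screen) or 0.0001% Triton X-100; 5.3 nM AmpC reagent; cpd preinc 15 min RT; nitrocefin (800 uM stock) to start; A480 q20 s × 4 min; Activity was normalised to no-enzyme and no-compound control wells.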
# Pf growth 96h: P. falciparum growth inhibition at 96 hours; AID 504834; Potency, µM (series often up to 28.7 µM), for the others: top-dose activity change, negative = inhibition, hits mostly inhibitors; 320,000 compounds, 6.9% hits; P. falciparum luciferase reporter growth, 96 h; note: potency is the fitted concentration of half-maximal effect; % is set by controls: 0 for no effect and ±100 for the full control effect
#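 P. falciparum expressing integrated firefly luciferase grown in erythrocytes (2% hematocrit, 0.05% parasitemia final) with compounds for 96 hours at 37 C, 5% CO2. Growth inhibition read as loss of luminescence after adding luciferase detection reagent.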
# TbPYK inhibitor: inhibitors of Trypanosoma brucei pyruvate kinase; Q57TT1; TbPYK enzyme, Kinase-Glo Plus ATP luminescence, 45 min; Potency, µM (top dose mostly 76.8 µM), for inactives: at the highest dose activity, negative = inhibition, most hits filed as inhibitors; 410,000 compounds, 0.12% hits; AID 624173; note: potency is the fitted concentration of half-maximal effect; % is set by controls: 0 for no effect and ±100 for the full control effect; nearly all actives have a fitted effect of over 50% in size
#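 TbPYK + substrate in 50 mM TEA pH 7.2, 100 mM KCl, 10 mM MgCl2, 0.05% BSA, 0.01% Tween-20; cpd pinned; ADP 130 uM final; 45 min RT; Kinase-Glo Plus 10 min; luminescence endpoint.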
# Pf growth 48h: P. falciparum growth inhibition at 48 hours (one generation); P. falciparum luciferase growth in erythrocytes, 48 h; Potency, µM (series often up to 28.7 µM), for the others: at the highest dose activity change, negative = inhibition, usual class: inhibitors; 310,000 compounds, 5.9% hits; AID 504832; note: potency is the fitted concentration of half-maximal effect; % is set by controls: 0 for no effect and ±100 for the full control effect
#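 Compounds are pin-transferred into medium, infected erythrocytes (2% hematocrit, 0.1% parasitemia final) are added, and plates sit one parasite generation at 37 C in 5% CO2. Detection reagent is then added and luminescence measured.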
# Cycloheximide cs: counter-screen hit for Shiga toxin inhibitors, cycloheximide | cell reporter, cycloheximide protein synthesis inhibition counterscreen | max response, % | 300,000 compounds, 12% hits | AID 2314; in the data active = max response mostly above about 13%, no sharp cut-off; inactive = mostly below about 14%; note: read at 38.3 µM for the half of the compounds with a filed dose; 0% is about no effect
# * marks the source's active call; other numbers are inactive results; i = inactive; ? = inconclusive; / = no result given; & = joins results of further samples; [ ] = dose if it differs, or a comment. Unless noted, calls come from the whole dose curve; as a rule, active = well fitted curve in the direction sought with a large enough effect; inconclusive = small, poorly fitted or top-dose-only effect, or another doubt; inactive = no such curve, though single readings can be large; an effect the other way counts as inactive or inconclusive.
SMILES,LmPK inhibitor,Shiga inhibitor,AmpC no deterg,Pf growth 96h,TbPYK inhibitor,Pf growth 48h,Cycloheximide cs
CC1=C/C(=C(\c2cc(C)c(O)c(Br)c2)c2ccccc2S(=O)(=O)O)C=C(Br)C1=O,7.94µM*,-15.4,-30.1%,10.4µM*,?,?,-7.5
CC(C)CNC(=O)c1ccc(C2SCC(=O)N2Cc2ccccc2)cc1 (stereo not drawn),5.8%,-13.1,-12.0%,?,-9.8%,-25.8%,-2.6
Cc1cc(C)cc(NS(=O)(=O)c2cnc(Cl)c(Cl)c2)c1,-0.7%,-16.0,-14.6%,/,5.3%,0.1%,0.3
COc1ccc(-c2sc3cc4c(cc3c2C#CC2(O)CCCCC2)OCO4)cc1,/,/,-21.3%,?,-5.3%,?,/
CC1CCc2sc(C(=O)OCC(=O)NCc3ccc(F)cc3)cc2C1 (stereo not drawn),0.9%,-8.3,-26.0%,-2.6%,-17.2%,1.3%,4.4
CCOc1ccc(N(CC(=O)NCCSCc2ccccc2)S(=O)(=O)c2ccccc2)cc1,-6.8%,-35.5,-13.5%,?,3.5%,?,-2.4
CC(C)(C)c1ccc(/C=C2\SC(=O)N=C2N)cc1,5.2%[11.5 µM],34.8,-25.4%,?,-2.4%,?,7.7
O=C(CCC(=O)N1CCCCCC1)Nc1ccc([N+](=O)[O-])cc1,0.4%,2.1,-8.4%,14.1%,-0.7%,1.4%,-0.6
Cc1ccc(-c2n[nH]c(=S)n2/N=C/c2ccncc2)cc1,-2.9%,9.7,1.7%,-4.3%,?,6.8%,-7.4
CCOC(=S)NC(=O)c1sc2ccccc2c1Cl,-10.4%,26.6,-15.0%,?,-10.8%,41.8%[activator],32.3*
Cc1c(Cl)cccc1NC(=O)C(=O)NNC(=O)c1ccccc1F,0.5%,12.6,-13.7%,0.0%,-10.3%,4.5%,4.5
Cc1[nH]c(=S)c(C#N)c(C)c1Cc1ccc(Cl)cc1Cl,1.3%,28.8,-25.4%,?,-7.1%,?,1.2
O=C(N/N=C/c1cc(Cl)cc(Cl)c1O)c1ccncc1,1.8%,-4.9,-0.3%,2.33µM*,1.8%,13.1µM*,0.9
Cc1ccc2oc(=O)c(/C=C(\O)CC(C)C)nc2c1,0.7%,4.3,-16.6%,?,1.5%,?,-1.8
O=C(NCc1ccccn1)Nc1ccc(Cl)cc1Cl,-4.2%,66.2*,-4.7%,?,-0.7%,67.3%[activator],36.7*
Cc1c(Cl)cccc1NC(=O)Cn1c(-c2ccc(F)cc2)noc1=O,-1.0%,14.1,42.7%,41.6%[activator],-3.1%,?,-2.6
COc1cc(C2c3c(c(C)c(C)oc3=O)Oc3c(C)c(C)oc(=O)c32)ccc1OS(=O)(=O)c1ccc(C)cc1,/,/,83.5%[activator],4.65µM*,1.2%,5.86µM*,/
COc1ccc([C@]23Cc4ccccc4C(O2)C2=C(O3)C(=O)c3ccccc3C2=O)cc1,-0.3%[11.5 µM],i,-57.1%[11.4 µM],45.1%[activator][5.75 µM],/,1.51µM*,19.1*
O=S(=O)(NCc1cccs1)c1cccc2cccnc12,-3.5%,-4.0,-22.3%,24.1%,-3.7%,3.2%,-1.0
COc1ccc(C(=O)NCC(=O)OCc2csc(-c3ccccc3)n2)cc1,-2.4%,-49.3,-7.3%,43.5%[activator],3.8%,30.9%[activator],11.4
COCCNC(=O)CSc1nnc(NC(=O)C2CC(=O)N(c3ccccc3OC)C2)s1 (stereo not drawn),0.7%,-4.8,18.3%,29.7%,-21.6%,?,-1.2
COc1ccc(OCCSc2nnc(-c3ccccc3)n2N)cc1,2.1%,10.5,-6.4%,13.3%,1.5%,-2.2%,8.7
CCN(CC)C(=O)c1c[nH]c2ccc(S(=O)(=O)Nc3cc(C)cc(C)c3)cc2c1=O,2.0%,-9.3,-35.8%,14.8%,3.9%,-13.9%,-3.3
CC(C)C(c1nnnn1Cc1ccc(F)cc1)N1CCN(C2CCCC2)CC1 (stereo not drawn),0.4%,-5.4,-1.8%,27.6%,2.4%,-27.5%,-1.4
Cc1ccc(CSc2nnc(-c3ccncc3)n2C)cc1,2.3%,-23.5,-16.1%,13.1%,2.7%,/,-3.4
CC(=O)c1ccc(NC(=S)NC(NC(=O)c2ccco2)C(Cl)(Cl)Cl)cc1 (stereo not drawn),-4.7%,-9.7,12.6µM*,-31.6%,-5.4%,/,1.2
Cc1cc([N+](=O)[O-])ccc1NC(=O)CCC(=O)N1CCCCC1,-1.3%,-6.9,-3.5%,?,0.8%,29.6%,2.1
C=C(C)CSc1nc2sc3c(c2c(=O)n1-c1ccccc1)CCN(C)C3,6.9%,-10.1,98.5%[activator],0.828µM*,-2.3%,1.47µM*,-4.9
COc1ccc(NC2C=CS(=O)(=O)C2)c(OC)c1 (stereo not drawn),-5.9%,-13.1,3.0%,7.9%,-3.9%,3.3%,-1.8
C[C@H](NC(=O)c1ccco1)C(=O)NC1CCCCCC1,/,/,-7.5%,?,-1.9%,-1.7%,/
CCN(c1ccc(Cl)cc1)S(=O)(=O)c1nnc(NC(=O)C(C)C)s1,0.4%,2.3,-26.6%,15.7%,-5.1%&-0.2%,3.8%,-0.5
CSc1ccc(C(=O)C2CCCN(S(=O)(=O)N(C)C)C2)cc1 (stereo not drawn),3.1%,-1.1,17.0%,23.9%,1.7%,1.7%,0.5
CC(C)(C)C1CCC(=NNC(=O)c2cc3c(s2)CCCC3)CC1 (stereo not drawn),-1.6%,-3.4,-34.3%,5.4%,2.6%,1.7%,-2.1
Cc1ccc(S(=O)(=O)N2CC(O)CC2C(=O)NCc2ccc3c(c2)OCO3)cc1 (stereo not drawn),-0.5%,4.1,13.7%,55.8%[activator],-1.2%,-5.6%,5.2
Cc1cccc(C(=O)O/N=C/c2ccc(Br)cc2)c1,-6.2%,88.3*,-55.3%,-3.8%,-19.1%,35.7%[activator],43.8*
Cc1ccc(-c2noc(C3CCCN(C(=O)c4ccccc4Br)C3)n2)o1 (stereo not drawn),2.1%,70.6*,41.6%,0.9%,-19.7%,?,27.7*
CC(=O)C1=C(C)NC(SCc2ccc(C#N)cc2)=C(C#N)C1c1ccco1 (stereo not drawn),2.6%,-3.6,-11.2%,0.0%,?,-1.8%,-4.0
CCOc1cccc(C(=O)Nc2cnn(Cc3ccccc3)c2)c1,-0.4%,17.4,-22.9%,?,-1.0%,12.2%,8.4
CC(C)C(c1nnnn1C(C)(C)C)N1CCN(Cc2cccnc2)CC1 (stereo not drawn),-1.6%,11.3,-2.2%,49.5%[activator],-6.7%,-2.9%,3.3
OC1C(O)C(O)C(O)C(O)C1O (stereo not drawn),/,-5.5,-11.3%&-9.6%&-13.6%,11.5%&4.1%&56.9%&-2.1%,5.2%&0.4%&2.1%&-0.4%,1.5%&5.5%&13.8%&-0.5%,-1.8
Cc1ccc(C(=O)NC(Cc2c[nH]c3ccccc23)C(=O)O)cc1 (stereo not drawn),-3.9%,-8.3,-20.6%,/,-26.0%,10.9%,-1.1
COC(C(=O)Nc1ccnn1C1CCN(Cc2cccc(C)n2)CC1)c1ccccc1 (stereo not drawn),0.7%,-6.0,-0.4%,0.0%,7.6%,-11.7%,-2.1
Nc1ccc(C(=O)Nc2ccc(OC(F)(F)C(F)F)c(NC(=O)c3ccc(N)cc3)c2)cc1,-1.8%,16.5,-29.7%,?,3.6%,-28.8%,17.5*
O=C(CN(Cc1ccco1)C(=O)c1ccccc1F)Nc1ccccc1C(F)(F)F,/,/,-12.2%,?,-2.2%,-6.9%,/
CCCCCC(=O)Nc1ccc(S(=O)(=O)Nc2ccc(Cl)nn2)cc1,-0.2%,-10.2,-20.7%,15.1%,-3.8%,15.0%,5.6
NC(=O)CC(NC(=O)c1ccccc1)c1ccc(NCc2ccc(F)cc2)c([N+](=O)[O-])c1 (stereo not drawn),1.3%,7.9,-12.8%,?,3.8%,?,-1.3
Clc1ccc(-c2cc3ccccc3nc2N2CCCC2)cc1,2.6%,-3.6,?,?,1.8%,?,-1.7
COc1ccccc1C(=O)COC(=O)c1ccc(Cl)nc1,/,/,-18.9%,1.4%,-8.2%,?,/
CCCCN(C)C(=O)CCCCn1c(=O)[nH]c2cc(OCC)c(OCC)cc2c1=O,0.8%,-15.2,87.5%[activator],?,0.9%,10.4µM*,-1.8
CCOC(=O)c1sc(-c2ccccc2)cc1NC(=O)c1ccc(S(=O)(=O)N(CCOC)CCOC)cc1,0.1%,4.7,2.4%,80.4%[activator],-6.0%,19.2%,7.9

# Profiles, quoted from the list.
# `NC(=O)CC(NC(=O)c1ccccc1)c1ccc(NCc2ccc(F)cc2)c([N+](=O)[O-])c1` (stereo not drawn) in the list: LmPK inhibitor = 1.3%; Shiga inhibitor = 7.9; AmpC no deterg = -12.8%; Pf growth 96h = ?; TbPYK inhibitor = 3.8%; Pf growth 48h = ?; Cycloheximide cs = -1.3
# `CCOC(=O)c1sc(-c2ccccc2)cc1NC(=O)c1ccc(S(=O)(=O)N(CCOC)CCOC)cc1` in the list: LmPK inhibitor = 0.1%; Shiga inhibitor = 4.7; AmpC no deterg = 2.4%; Pf growth 96h = 80.4%[activator]; TbPYK inhibitor = -6.0%; Pf growth 48h = 19.2%; Cycloheximide cs = 7.9

# Next part:
SMILES,LmPK inhibitor,Shiga inhibitor,AmpC no deterg,Pf growth 96h,TbPYK inhibitor,Pf growth 48h,Cycloheximide cs
C=CCn1c(SCC(=O)NC2CCCC2)nnc1-c1ccncc1,-1.4%,-15.3,-8.5%,?,3.9%,3.8%,-0.8
CNC(=O)C1CC(=O)N(c2ccc(OCC(=O)Nc3ccc(OC)cc3)cc2)C1 (stereo not drawn),/,/,-5.6%,?,-10.8%,-2.3%,/
Cc1cc(OC(C)C(=O)NCC(O)c2ccccc2)c2c(C)cc(=O)oc2c1 (stereo not drawn),9.3%,19.8,4.0%,?,5.8%,?,-1.5
CCOC(=O)C1=C(CS(=O)(=O)c2ccc(F)cc2)NC(=O)NC1c1cc(OC)c(O)c(OC)c1 (stereo not drawn),-3.6%,-13.6,-18.0%,48.7%[activator],5.3%,16.7%,-3.4
Cc1ccccc1NC1=C(C(=O)c2ccccc2)N(C)S(=O)(=O)c2ccccc21,2.2%,-24.2,-24.6%,68.6%[activator],-8.5%,-39.3%,8.5
O=C1Nc2ccccc2C1=Nc1ccc(Br)cc1,-4.1%,/,-10.5%,16.5%,3.0%,31.6%,-0.6
Cc1cccc(C)c1NC(=O)C1CCCN1S(=O)(=O)c1ccccc1 (stereo not drawn),0.5%,-8.3,-9.5%,0.0%,0.9%&3.8%,2.5%,-2.5
C=CCn1cc(C=C2C(=O)N(C)C(=O)N(C)C2=O)c2ccccc21,3.4%,-4.0,-13.4%,-0.2%,-1.0%,24.5%,1.2
CCCCC/C=C/C1=CC(=O)C[C@H](c2ccc(OC)cc2)C1,/,/,-20.4%,?,0.7%,?,/
CCCCC(=O)NCCNC(=O)c1cc(OCC(F)(F)F)ccc1OCC(F)(F)F,-0.5%,-10.8,-8.6%,/,3.5%,?,1.2
